14-3-3g Raf = 14-3-3 gamma protein interaction modulation; P61981; FP, 14-3-3gamma / TMR-pS259-Raf peptide binding; inhibition, % at 40 µM; actives 0.19% (n = 160,000); AID 422; in the data active = inhibition above about 30%;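 note: 0% = protein plus tracer without compound and 100% = blank with tracer alone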
Target sequence (P61981 whole entry, looked up): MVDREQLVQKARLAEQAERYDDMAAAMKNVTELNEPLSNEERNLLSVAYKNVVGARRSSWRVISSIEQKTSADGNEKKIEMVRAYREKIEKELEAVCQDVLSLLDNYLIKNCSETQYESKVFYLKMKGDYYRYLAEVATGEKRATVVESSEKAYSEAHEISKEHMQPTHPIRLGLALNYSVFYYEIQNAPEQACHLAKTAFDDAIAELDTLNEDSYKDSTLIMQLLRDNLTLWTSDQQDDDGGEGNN
* marks the source's active call; other numbers are inactive results; & = joins results of further samples. A portion of the library; the hit share may differ from the screen's.

compound,14-3-3g Raf
COC(=O)c1ccc2c(=O)n(Cc3ccco3)c(SCC(=O)Nc3ccccc3Cl)nc2c1,-2&-13
Fc1ccc(C(c2nnnn2Cc2cccs2)N2CCN(C3CCCCC3)CC2)cc1 (stereo unspecified),-7
O=C(Nc1cc(C(=O)N2CCCC2)ccc1N1CC2CC(C1)c1cccc(=O)n1C2)c1cccnc1 (stereo unspecified),-6
Cc1ccsc1C(C(=O)NC1CCCCC1)N(C(=O)Cc1cccs1)C1CC1 (stereo unspecified),-3
Cc1sc2ccc3ccsc3c2[n+]1C,-11
CCOc1ccccc1NC(=O)CN(C)S(=O)(=O)c1cccc2nsnc12,-9
CCOc1cc(C2C(C(=O)N3CCCCC3)=C(C)NC3=C2C(=O)CCC3)cc(Br)c1O (stereo unspecified),-11
CCSc1nc2c([nH]c3ccccc32)c(=O)n1-c1ccc(C)cc1,-2
CC(C)C1N=C2c3ccccc3N=C(SCc3cc(=O)n4ccccc4n3)N2C1=O (stereo unspecified),4
CCCCN(CCCC)S(=O)(=O)c1cc(Br)cc2c1N(C(C)=O)CC2,-11
Cc1cc(C(F)(F)F)nn1-c1nc(-c2ccco2)cc(C(F)(F)F)n1,-1&1
Cc1cn(-c2ccc(Br)cc2)[nH]c1=O,2
COc1ccc(C2CC(c3ccc(C)cc3)Nc3nc(N)nn32)cc1 (stereo unspecified),-1
N#CCCN(C(=O)c1ccco1)c1ccccc1,-7
O=S(=O)(NCc1cn2ccsc2n1)c1ccc(Oc2ccccc2)cc1,-9
Cc1nc(CN2CCN(C(=O)c3ccc(Br)cc3)CC2)cs1,-3
Cc1c(CC(Cl)(Cl)Cl)c2c(n1-c1cccnc1)CCCC2=O,-7
COC(=O)C1C(=O)C2=C(CC1C)NC(C)=C(C(=O)OC1CCCC1)C2c1ccc(-c2ccccc2)cc1 (stereo unspecified),-9
Cn1cccc1CN1CCN(Cc2ccco2)CC1,-3
Cc1ccc2c(c1)-c1c(cnn1CC(=O)O)CO2,-7
OCCN1CCN(C2CCN(Cc3ccccc3C(F)(F)F)CC2)CC1,-2
Cc1c(C(=O)Nc2c(C)n(C)n(-c3ccccc3)c2=O)oc2ccccc12,-6
Cc1cc(NC(=O)c2ccc(Cl)cc2)nc2c1c(=O)oc1ccccc12,-29
CC1CCCN(C(=O)c2c(NC(=O)c3ccccc3F)sc3c2CCC(C(C)(C)C)C3)C1 (stereo unspecified),-3
CC1CCCCN1C(=O)c1nn2c(c1Cl)NC(c1cccs1)CC2C(F)(F)F (stereo unspecified),-2
O=C(COc1ccc(Cl)cc1)NC1CCSC1=O (stereo unspecified),3
COCCNC(=O)CS(=O)Cc1nc(-c2ccc(OC)cc2)oc1C (stereo unspecified),7
CCOc1ccc(Oc2cc(NC(=O)c3cc4nc(-c5ccccc5)cc(C)n4n3)cc([N+](=O)[O-])c2)cc1,-30
Cc1ccc2c(c1)c1c(n2CC(O)CN2C(=O)CNC2=O)C(=O)CCC1 (stereo unspecified),0
O=C1CC(C(=O)Nc2ccccc2)N=C(N2CCOCC2)N1 (stereo unspecified),-10
CC(C)C[C@H](N)c1nnc(S(=O)(=O)Cc2ccc(F)cc2)o1,4
Cc1cc(N2CCN(Cc3ccc4c(c3)OCO4)CC2)n2ncnc2n1,-9
CC(C)C1N=C2c3ccccc3N=C(SCC(=O)c3ccccc3)N2C1=O (stereo unspecified),0
CCOCCCNC(=O)c1c[nH]c2cc(C)ccc2c1=O,-10
COC(=O)Cn1ncc2c(C)n(Cc3ccccc3)c(C)c2c1=O,3
O=C(CCCCCn1c(=S)[nH]c2ccsc2c1=O)N1CCCC1,-11
CC(C)OCCCNC(=O)c1cc2c(s1)CS(=O)(=O)C2,-2
O=C(c1ccc(N2CCN(C(=O)c3ccccc3F)CC2)cc1)c1cccc(F)c1,-4
COc1ccc(-n2ncc3c(NCCCN4CCOCC4)ncnc32)cc1,-3
CSc1cccc(NS(=O)(=O)c2ccc3[nH]cc(C(=O)N4CCOCC4)c(=O)c3c2)c1,3
COc1cc(OC)cc(-c2nnc(SCC(=O)N3CCCC3)o2)c1,-3
CC(C)(C)C1CCc2[nH]c(=S)nc(C(F)(F)F)c2C1 (stereo unspecified),-2
CCOC(=O)c1c(NC(=O)C23CC4CC(CC(C4)C2)C3)sc(C(=O)Nc2ccccc2C)c1C,-1
NC(=O)c1ccsc1NC(=O)COC(=O)C1CCCN1C(=O)c1cccs1 (stereo unspecified),2
CC(Oc1ccc(Cl)cc1Cl)C(=O)NC1CCSC1=O (stereo unspecified),1
COc1ccc(NC(=O)C(NC(=O)c2ccc(=O)[nH]c2)c2ccccc2)cc1 (stereo unspecified),-4
c1ccc(Cn2c(CNc3nc4ccccc4n3CCN3CCOCC3)nc3ccccc32)cc1,-11
CC1(C)C2CCC1(C)C(NC1=NCCC1)C2 (stereo unspecified),0

The final two entries of the section before come first, to join the parts.
compound,14-3-3g Raf
c1ccc(Cn2c(CNc3nc4ccccc4n3CCN3CCOCC3)nc3ccccc32)cc1,-11
CC1(C)C2CCC1(C)C(NC1=NCCC1)C2 (stereo unspecified),0
COc1ccc(-n2nc3cc(C)c(NC(=O)COc4ccc(C)cc4)cc3n2)cc1,-23
O=C(NCC1CCCO1)c1ccc(N2CCCCC2)nc1 (stereo unspecified),-8
O=C(Nc1ccc(N2CCOCC2)cc1)C1CCCN(S(=O)(=O)c2cccc(C(F)(F)F)c2)C1 (stereo unspecified),-20
CCCCc1nc(N)c(C#N)c(-c2ccccc2Cl)c1CCC,-6
N#Cc1c(C(F)(F)F)cc(-c2ccc(Cl)cc2)nc1SCC(=O)O,-8
Cc1cccc(-c2noc(CN(C)S(=O)(=O)c3cc(Cl)ccc3Cl)n2)c1,-9
O=S(=O)(Nc1cccnc1)c1ccc(F)cc1,3
COc1ccccc1C(=O)Nc1nc(-c2ccc(F)cc2)cs1,8
CC(C)c1ccc(NC(=O)CCN2C(=O)C3C4C=CC(C4)C3C2=O)cc1 (stereo unspecified),2
CCn1c(COc2cccc(OC)c2)nnc1SCC(=O)Nc1ccccc1C(=O)OC,-6
COc1ccc2nc3oc(C(=O)NCCC4=CCCCC4)cc3cc2c1,-13
COc1cccc(C2CC(=O)C3=C(C2)NC(C)=C(C(=O)OC2CCCC2)C3c2ccc(C)o2)c1 (stereo unspecified),-1
Cc1cccc(-n2ncc3c(NCc4ccccn4)ncnc32)c1,-3
CCCn1c(=N)c(C(=O)NCC2CCCO2)cc2c(=O)n3cccc(C)c3nc21 (stereo unspecified),-12
O=C(Nc1cccs1)NC1CCCC1,-3
O=C(COC(=O)c1ccc(N2C(=O)C3C4CCC(C4)C3C2=O)cc1)c1ccc([N+](=O)[O-])cc1 (stereo unspecified),1
COc1cccc(OC)c1C(=O)N1CCN(S(=O)(=O)c2ccc(C)cc2)CC1,3
CCOC(=O)c1c(-c2ccccc2)oc2ccc(N(C(=O)c3ccncc3)S(=O)(=O)c3ccc(Cl)cc3)cc12,-12
O=C(c1cccc(N2C(=O)c3ccccc3C2=O)c1)N1CCOCC1,6
Cc1ccccc1NC(=O)Cn1cnc2c(oc3ccccc32)c1=O,-2
CC(=O)N1CCc2cc(Br)cc(S(=O)(=O)N3CCN(c4cc(C)ccc4C)CC3)c21,-8
COC(=O)c1ccccc1NC(=O)Cn1c(-c2nonc2N)nc2ccccc21,-20
COc1ccc(NC(=O)c2cc(Cl)ccc2Nc2ccccc2)cc1OC,4
CCCCn1c(SCc2ccc([N+](=O)[O-])cc2)nc2ccc(N3CCOCC3)cc2c1=O,-3
O=c1[nH]c2ccccc2nc1-c1ccccc1NCc1cc(C(F)(F)F)cc(C(F)(F)F)c1,-1
CC(C)CSc1ncnc2c1sc1nc(N3CCOCC3)c3c(c12)CC(C)(C)OC3,-4
COC(=O)C1=CN(Cc2ccc(Cl)cc2)C=C(C(=O)OC)C1c1cc(Br)c(OC)c(OC)c1,-7
O=C(Cc1ccc([N+](=O)[O-])cc1)Nc1cccc(-c2nc3ccccc3o2)c1,-32
Cc1cccc(NS(=O)(=O)c2ccc3nc(-c4ccccc4)[nH]c3c2)c1,-12
CC1=C(C(=O)OCc2ccccc2)C(c2cccc(I)c2)NC(=O)N1 (stereo unspecified),0
N#Cc1c(N)nc2c(c1-c1cccc(Br)c1)CCCCC2,-8
COc1ccc(C2/C(=C(\O)c3ccc(C)cc3)C(=O)C(=O)N2CCN(C)C)cc1OC (stereo unspecified),-5
COc1ccc2nc(SCC(=O)Nc3ccc(S(N)(=O)=O)cc3)[nH]c2c1,-2
COc1ccc(-c2cc(C(F)(F)F)n3nc(C(=O)N4CCCCCC4)cc3n2)cc1OC,-2
Cc1ccc(-c2nc(C#N)c(NCCc3ccccn3)o2)cc1,-1
c1ccc(CCc2nn3c(C4COc5ccccc5O4)nnc3s2)cc1 (stereo unspecified),0
Cn1c(SCC(=O)N2CCCc3ccccc32)nnc1-c1ccco1,-10
CC(C)n1c(NCc2nc3ccccc3n2C)nc2ccccc21,6
NS(=O)(=O)c1ccc(CCNC(=O)CNC(=O)C2CCCCC2)cc1,-6
CCOC(=O)Cc1csc(NC(=O)c2ccccc2)n1,-17
CN1CCc2c(sc(NC(=O)c3ccc(S(=O)(=O)N4CCCCCC4)cc3)c2-c2nc3ccccc3s2)C1,-147
CCC1=NN(C(=O)c2ccc(C)cc2)C(O)(c2ccc(Br)cc2)C1 (stereo unspecified),0
O=C(NCc1cccs1)C1c2ccccc2Oc2ccccc21,-1
N=c1c(C(=O)NCc2ccccc2)cc2c(=O)n3ccccc3nc2n1C1CCCC1,-20
CCSc1sc(CC)cc1C1C(C(=O)Nc2cccc(C)n2)=C(C)NC2=C1C(=O)CC(c1ccccc1)C2 (stereo unspecified),3
CCOCCCNC(=O)c1cn(C2CCCC2)c(=O)c2c1c1ccccc1n2C,3
Cc1ccccc1CNS(=O)(=O)c1ccc2c(c1)OCCO2,-18
COc1ccc(C(=O)Nc2cc(Cl)ccc2C)cc1OC,-2
Cc1cc(NC(=O)CSc2nnc(-c3ccco3)n2CC2CCCO2)no1 (stereo unspecified),-4
COC(=O)C1C(=O)C2=C(CC1C)NC(C)=C(C(=O)OCc1ccccc1)C2c1cccc([N+](=O)[O-])c1 (stereo unspecified),-6
O=C(CSc1nc2[nH]ncc2c(=O)n1-c1cccc(C(F)(F)F)c1)Nc1ccc2c(c1)OCCO2,7
CCCCOc1ccc(C(=O)Nc2c3c(nn2-c2ccc(OC)cc2)CS(=O)C3)cc1 (stereo unspecified),-4
CCOC(=O)CSc1nc2ccccc2[nH]1,-3
Cn1c(N2CCOCC2)nc(-c2ccccc2)c1-c1ccccc1,-6
O=C(Cn1nc(Cl)nc1Cl)c1ccc2c(c1)OCCO2,-2
O=C(NCc1nnc(SCC(=O)N2CCC(Cc3ccccc3)CC2)o1)c1ccccc1F,-1
Cc1cc(OCC(O)CN2CCN(C)CC2)ccc1C(C)C (stereo unspecified),-6
O=C(CCn1ccnc1)c1ccc(Br)cc1,-2
CCOC(=O)CNc1ccc2c(c1)OCO2,-1
COc1ccc(N2C(=O)CSC2c2ccc([N+](=O)[O-])cc2)c(OC)c1 (stereo unspecified),13

The list goes on (2 carried over from the part before).
compound,14-3-3g Raf
CCOC(=O)CNc1ccc2c(c1)OCO2,-1
COc1ccc(N2C(=O)CSC2c2ccc([N+](=O)[O-])cc2)c(OC)c1 (stereo unspecified),13
Cc1cccc2c1NC(C)CC2C (stereo unspecified),-1&0
CCCN1C(=O)c2cc(C(=O)Nc3ccccc3CC)ccc2C1O (stereo unspecified),3
COc1ccc(C)cc1NC(=O)CN(c1ccccc1OC)S(C)(=O)=O,-4
COC(=O)c1ccccc1NC(=O)Cn1cnc2c(cnn2-c2ccccc2)c1=O,2
CCOC(=O)c1c(NC(=O)COc2cccc(C)c2C)sc2c1CCC(CC)C2 (stereo unspecified),-5
COc1ccc(C2CC(C(F)(F)F)n3ncc(C(=O)Nc4cc(Cl)ccc4C)c3N2)cc1OC (stereo unspecified),-3
O=C(Nc1ccccc1Cl)C1COc2ccccc2O1 (stereo unspecified),-6
Cc1cc(C)nc(N2CCN(CC(=O)Nc3cccc(C(F)(F)F)c3)CC2)n1,-11
Cc1ccc(-c2nc(C3CCN(S(=O)(=O)c4ccc(C(F)(F)F)cc4)CC3)no2)cc1,-2

Filtered by structure, the entries above with an NH in an aromatic ring
compound,14-3-3g Raf
CCSc1nc2c([nH]c3ccccc32)c(=O)n1-c1ccc(C)cc1,-2
Cc1cn(-c2ccc(Br)cc2)[nH]c1=O,2
CCOCCCNC(=O)c1c[nH]c2cc(C)ccc2c1=O,-10
O=C(CCCCCn1c(=S)[nH]c2ccsc2c1=O)N1CCCC1,-11
CSc1cccc(NS(=O)(=O)c2ccc3[nH]cc(C(=O)N4CCOCC4)c(=O)c3c2)c1,3
CC(C)(C)C1CCc2[nH]c(=S)nc(C(F)(F)F)c2C1 (stereo unspecified),-2
COc1ccc(NC(=O)C(NC(=O)c2ccc(=O)[nH]c2)c2ccccc2)cc1 (stereo unspecified),-4
O=c1[nH]c2ccccc2nc1-c1ccccc1NCc1cc(C(F)(F)F)cc(C(F)(F)F)c1,-1
Cc1cccc(NS(=O)(=O)c2ccc3nc(-c4ccccc4)[nH]c3c2)c1,-12
COc1ccc2nc(SCC(=O)Nc3ccc(S(N)(=O)=O)cc3)[nH]c2c1,-2
O=C(CSc1nc2[nH]ncc2c(=O)n1-c1cccc(C(F)(F)F)c1)Nc1ccc2c(c1)OCCO2,7
CCOC(=O)CSc1nc2ccccc2[nH]1,-3
